PREPL inhibitor: human PREPL enzyme inhibition | 320,000 tested, 0.68% active | recombinant PREPL, fluorescence polarization activity-based probe | inhibition, % at 5.96 µM | Q4J6C6 | AID 2751; in the data active means inhibition above about 43%;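 further: 0% = enzyme with DMSO and 100% = wells lacking enzyme; many of its hits are not listed in these tables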
GSTO1 inh: blocks human GSTO1 in RBBP9 counter-screen; P78417; AID 1974; inhibition, % at 5.96 µM; recombinant GSTO1, activity-based probe fluorescence polarization; 300,000 tested, 1.1% active;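 active means inhibition above the campaign mean inhibition plus 3 SD, cut at about 35% in these data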;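 further: 0% = GSTO1-1 with DMSO and 100% = wells lacking GSTO1-1 enzyme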
Target sequence (P78417 whole entry, looked up): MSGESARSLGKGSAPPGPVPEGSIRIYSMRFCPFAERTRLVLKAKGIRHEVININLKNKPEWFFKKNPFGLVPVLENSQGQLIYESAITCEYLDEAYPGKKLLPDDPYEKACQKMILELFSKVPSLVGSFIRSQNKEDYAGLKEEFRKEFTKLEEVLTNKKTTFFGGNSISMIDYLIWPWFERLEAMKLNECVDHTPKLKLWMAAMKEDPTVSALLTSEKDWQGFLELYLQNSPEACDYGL
PAFAH1B3 FP inh: inhibitors of human PAFAH1B3. recombinant PAFAH1B3, FP-rhodamine probe, fluorescence polarization. inhibition, % at 3.39 µM. 340,000 tested, 0.28% active. AID 492972;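 active means inhibition above the screen-wide average of all tested compounds plus 3 SD, cut at about 25% in these data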;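 further: 0% = enzyme with DMSO only and 100% = wells lacking PAFAH1B3 protein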
PAFAH1B2 inh: PAFAH1B2 (human) inhibition; recombinant PAFAH1B2, FP-rhodamine activity probe, fluorescence polarization; 340,000 tested, 1.2% active; P68402; inhibition, % at 3.39 µM;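 active means inhibition above the mean of all tested compounds plus 3 SD, cut at about 24% in these data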;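 further: 0% = enzyme with DMSO and 100% = wells lacking PAFAH1B2; many of its hits are not listed in these tables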
Target sequence (P68402 whole entry, looked up): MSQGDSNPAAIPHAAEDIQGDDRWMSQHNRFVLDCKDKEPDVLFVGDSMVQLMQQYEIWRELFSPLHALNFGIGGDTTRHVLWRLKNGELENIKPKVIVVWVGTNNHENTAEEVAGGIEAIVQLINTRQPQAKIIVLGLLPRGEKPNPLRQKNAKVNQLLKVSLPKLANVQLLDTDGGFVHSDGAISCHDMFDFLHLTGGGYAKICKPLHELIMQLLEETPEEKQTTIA
LYPLA1 counter: blocks human lysophospholipase 1, a PME1 counter-screen; O75608; recombinant LYPLA1, FP-Rh probe fluorescence polarization; inhibition, % at 5.9 µM; 320,000 tested, 0.16% active; AID 2174;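 active means inhibition above the mean of all tested compounds plus 3 SD, set per campaign, cut at about 14% in these data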;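 further: inhibitors block serine hydrolase probe labeling of LYPLA1 so polarization falls; 0% = enzyme with DMSO and 100% = wells lacking LYPLA1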
Target sequence (O75608 whole entry, looked up): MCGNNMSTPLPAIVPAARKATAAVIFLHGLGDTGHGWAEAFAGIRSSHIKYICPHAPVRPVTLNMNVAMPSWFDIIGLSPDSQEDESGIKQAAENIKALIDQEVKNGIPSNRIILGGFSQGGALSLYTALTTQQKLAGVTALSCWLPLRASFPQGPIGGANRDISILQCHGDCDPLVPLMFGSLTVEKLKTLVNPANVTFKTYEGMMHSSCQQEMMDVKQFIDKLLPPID
PAD4 FP inh: PAD4 (human) enzyme inhibition; Q9UM07; recombinant PAD4, RCA probe fluorescence polarization; inhibition, % at 6.36 µM; 330,000 tested, 0.41% active;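 active means percent inhibition above a cutoff equal to the mean of all tested compounds plus 3 SD, cut at about 15% in these data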;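 further: 0% = PAD4 with RCA probe and DMSO and 100% = probe without PAD4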
pPAFAH inh: pPAFAH (human) enzyme inhibition | Q13093 | recombinant pPAFAH, FP-rhodamine probe fluorescence polarization | inhibition, % at 3.39 µM | 330,000 tested, 1.5% active | AID 463082;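 active means inhibition above the mean inhibition across the screen plus 3 SD, cut at about 25% in these data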;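 further: inhibitors block binding of the rhodamine activity-based probe so polarization drops; 0% = enzyme with DMSO and 100% = wells lacking pPAFAH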
PME-1 inh: PME-1 (human) inhibition; inhibition, % at 5.9 µM; recombinant PME-1, FP-Rh probe fluorescence polarization; 320,000 tested, 0.53% active; Q9Y570;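 active means inhibition above the campaign mean of all compounds plus 3 SD, cut at about 26% in these data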;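 further: competitive labeling of PME-1 active site by serine hydrolase directed probe; 0% = PME-1 with DMSO and 100% = wells lacking PME-1 enzyme; inhibitors block probe labeling so polarization falls and inhibition rises; many of its hits are not listed in these tables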
LYPLA2 counter: counter-screen for PME1 inhibitors: inhibitors of human LYPLA2; O95372; recombinant LYPLA2, FP-Rh probe fluorescence polarization; inhibition, % at 5.9 µM; 320,000 tested, 0.38% active;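 active means inhibition above the screen-wide mean plus 3 SD, limit set per campaign, cut at about 26% in these data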;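 further: 0% = LYPLA2 with DMSO and 100% = wells lacking LYPLA2 enzyme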
Target sequence (O95372 whole entry, looked up): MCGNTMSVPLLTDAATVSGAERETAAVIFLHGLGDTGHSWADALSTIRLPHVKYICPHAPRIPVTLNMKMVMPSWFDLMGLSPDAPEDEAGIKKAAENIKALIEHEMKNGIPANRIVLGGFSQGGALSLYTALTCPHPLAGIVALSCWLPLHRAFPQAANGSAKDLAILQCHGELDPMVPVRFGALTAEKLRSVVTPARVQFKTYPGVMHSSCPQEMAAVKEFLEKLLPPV
An asterisk follows results filed as active; . = not tested or not shown. Only part of the results is shown. The share of hits here may be higher or lower than overall.

Below each compound – PREPL inhibitor, GSTO1 inh, PAFAH1B3 FP inh, PAFAH1B2 inh, LYPLA1 counter, PAD4 FP inh, pPAFAH inh, PME-1 inh, LYPLA2 counter
> COc1ccc2[nH]c3c(c2c1)CCN1C(=O)N([C@@H](C)C(=O)NCc2ccccc2)C(=O)[C@]31C
  7, -5, 1, 3, -3, 5, 4, 4, 1
> CC(=O)N(C(C)=O)c1ccc2nc(C)[nH]c(=O)c2c1
  0, -4, 4, -2, -3, -2, 2, 5, -1
> CCCC(c1nnnn1C1CCCCC1)N1CCN(C(=O)c2ccco2)CC1 (centres undefined)
  -6, -4, -6, -5, -3, 1, 0, 2, -4
> CC1=CC=CN2C1=NC(=O)CC2(C)C(=O)N(CC(=O)NC1CCCC1)Cc1ccccc1 (centres undefined)
  1, 2, -2, 7, 2, 7, 0, -3, 4
> COc1ccc(NC2=NCC(=O)N2c2ccccc2F)cc1
  16, 7, -4, 0, -4, -4, 6, -2, 3
> COc1ccc(C(=N/O)/C(=N/O)c2ccc(OC)cc2)cc1
  4, 0, -4, -3, 0, -1, 5, 1, 1
> O=C(CSc1nnnn1-c1cccc2c1CCCC2)N1CCCC1
  1, 3, 8, 6, 0, 3, 2, 3, 8
> CC(C)Cc1ccc(C(C)C(=O)Nc2cccnc2)cc1 (centres undefined)
  -9, -2, 11, 2, -2, 3, 1, -7, 6
> Cc1ccc2c(c1)N(C(=O)CCC(=O)NCc1cccnc1)CC(C)O2 (centres undefined)
  8, 7, -2, -2, -1, -3, 0, -2, 2
> CC(=O)c1ccc(NC(=O)CC(C)S(=O)(=O)c2ccc3c(c2)CCN3C(C)=O)cc1 (centres undefined)
  1, 4, 4, 3, -2, -2, 3, 1, -5
> Cc1ccc(C2=NOC3(CC(=O)N(c4ccccc4)C3=O)C2)cc1 (centres undefined)
  12, 1, 10, 6, 2, 2, -5, 3, 5
> Nc1cccc(CN2CCCC2)c1
  2, 0, 0, 3, -5, 0, 0, -8, -7
> CO/N=C/c1ccc(Sc2ccccc2)c([N+](=O)[O-])c1
  8, 1, 6, -4, 1, 0, 2, 5, -2
> Cc1cccc2cc(CN(C(=O)c3cnccn3)C3CCCCC3)c(Cl)nc12
  9, -8, 8, -1, 5, -6, -5, 2, 2
> CN(C(=O)c1ccco1)c1nc(-c2ccc(F)cc2)cs1
  -14, -1, 0, 4, 12, -1, 8, -2, 6
> O=C1CCCN1CC(O)CS(=O)(=O)Cc1ccccc1Cl (centres undefined)
  15, -2, 11, 1, 2, -7, -3, -2, -2
> Cc1cc(C)n2nc(CNS(=O)(=O)c3ccc(F)cc3)nc2n1
  -10, -1, 2, 3, -2, -3, 3, -1, 0
> Nc1nonc1-n1nnc(C(=O)N/N=C/c2ccccc2Cl)c1-c1ccccc1
  -3, 4, 8, 1, -1, -4, 0, -3, -1
> Cc1cccn2c(=O)c(/C=C(\C#N)C(=O)NC3CCS(=O)(=O)C3)c(N3CCC(C)CC3)nc12 (centres undefined)
  -5, 1, 3, 2, -3, 3, -7, -8, -9
> COc1ccc(C(=O)Cn2c(Br)nc3c2c(=O)n(C)c(=O)n3C)cc1
  -4, 1, -6, 3, 3, 1, 1, 5, 11
> CS(=O)(=O)N1CCCC(C(=O)Nc2ccc(F)c(F)c2)C1 (centres undefined)
  11, ., 7, 7, 0, 2, 2, -3, 0
> Cc1ccc(N2CCN(S(=O)(=O)c3ccc(F)c(C)c3)CC2)c(C)c1
  -10, -3, 5, -4, -1, -2, 4, -3, 1
> Cc1ccc(C2NC(=O)c3c(sc(C)c3C)N2)c(O)c1 (centres undefined)
  1, 8, 7, 5, -1, -3, 13, 10, 2
> COc1ccc(NC(=O)CSc2nnc(C3CCCCC3)n2N)cc1OC
  -2, -1, 6, 3, 0, 0, 5, 0, -3
> Nc1ccc(Cc2ccc(N)c(C(=O)O)c2)cc1C(=O)O
  11, 4, -2, 0, 0, 4, 3, -4, 2
> Cn1c(NC(=O)c2cccs2)cc(=O)n(C)c1=O
  -4, 1, 4, 5, 0, 1, 5, 0, 5
> COc1ccc(OCC(=O)Nn2c(-c3ccc(C)cc3)nc3ccccc3c2=O)cc1
  -41, 4, 9, 9, -3, 2, -4, -3, 9
> CCn1c2ccccc2c2nnc(SCc3ccc(C(=O)OC)o3)nc21
  13, -1, 1, 4, 15*, 1, 6, 4, 5
> O=S(=O)(Nc1cccc(-c2cn3cccnc3n2)c1)c1ccccc1
  -17, -2, 4, 5, -4, 0, 11, 1, -4
> C/C(=N\S(=O)(=O)c1ccc(C)cc1)N1CCN(S(=O)(=O)c2ccccc2)C1C(C)C (centres undefined)
  11, -7, 5, 2, 2, -1, -3, -4, 7

Of the compounds above, 2 have an NH in an aromatic ring:
Below each compound – PREPL inhibitor, GSTO1 inh, PAFAH1B3 FP inh, PAFAH1B2 inh, LYPLA1 counter, PAD4 FP inh, pPAFAH inh, PME-1 inh, LYPLA2 counter
> COc1ccc2[nH]c3c(c2c1)CCN1C(=O)N([C@@H](C)C(=O)NCc2ccccc2)C(=O)[C@]31C
  7, -5, 1, 3, -3, 5, 4, 4, 1
> CC(=O)N(C(C)=O)c1ccc2nc(C)[nH]c(=O)c2c1
  0, -4, 4, -2, -3, -2, 2, 5, -1

Whole records, looked up by structure. Screens in order: PREPL inhibitor, GSTO1 inh, PAFAH1B3 FP inh, PAFAH1B2 inh, LYPLA1 counter, PAD4 FP inh, pPAFAH inh, PME-1 inh, LYPLA2 counter
`Cc1cccn2c(=O)c(/C=C(\C#N)C(=O)NC3CCS(=O)(=O)C3)c(N3CCC(C)CC3)nc12` (centres undefined) is listed with -5, 1, 3, 2, -3, 3, -7, -8, -9
`COc1ccc2[nH]c3c(c2c1)CCN1C(=O)N([C@@H](C)C(=O)NCc2ccccc2)C(=O)[C@]31C` is listed with 7, -5, 1, 3, -3, 5, 4, 4, 1

Next part.
Below each compound – PREPL inhibitor, GSTO1 inh, PAFAH1B3 FP inh, PAFAH1B2 inh, LYPLA1 counter, PAD4 FP inh, pPAFAH inh, PME-1 inh, LYPLA2 counter
> CC(=O)NC(CC(=O)Nc1ccc(S(=O)(=O)NC2=NCCCCC2)cc1)c1ccccc1 (centres undefined)
  -4, ., 5, 0, 2, 2, 5, -2, 1
> S=C(NCc1cccs1)Nc1cccc(Cl)c1Cl
  1, -6, 4, 3, -4, -7, -11, 0, -9
> COc1ccc(NS(=O)(=O)c2ccc3c(c2)N(C(C)=O)CCS3)cc1
  4, 8, 5, 2, 3, -6, 4, 0, 4
> CC(=O)O[C@]1(C(C)=O)CCC2C3CCC4=C/C(=N/OCC(=O)O)CC[C@]4(C)C3CC[C@@]21C (some centres undefined)
  -8, 5, 12, 10, -3, -3, -3, -7, -3
> CCOCCCNCC(=O)NCC1CCCCC1
  -3, 6, 8, 0, -4, -5, 0, 1, -4
> CCCCOC(=O)Nc1ccc(C(N)=O)cc1
  5, 3, 7, 5, 0, 3, -2, 1, 0
> Cc1ccc(OCC(=O)Nc2ccc3c(c2)C(=O)NC3=O)cc1
  -2, 0, 6, 3, -3, -3, -5, -42, -1
> COc1cccc(-c2c(NC(=O)c3ccco3)oc3ccc(Cl)cc3c2=O)c1
  0, -9, 0, 9, -3, 0, 5, -2, 2
> Cc1oc(-c2ccc(Cl)cc2)nc1CN1CCC(C(=O)N2CCN(Cc3ccccc3)CC2)CC1
  25, 0, 7, 5, 4, -4, 7, -2, -2
> O=C(Nc1ccc(F)cc1)C1CCC(CNc2c(N3CCCCC3)c(=O)c2=O)CC1 (centres undefined)
  6, 15, -3, 1, 4, 2, 4, 1, 2
> CCOC(=O)c1cc(S(=O)(=O)N2CCN(c3ccccc3OC)CC2)cn1C
  6, 1, -3, 2, -1, -2, 8, -3, 0
> Cc1cccc(OCC(=O)NNS(=O)(=O)c2ccccc2F)c1
  -4, 0, -2, 5, -1, -3, 7, -1, 1
> COC(=O)[C@@]12CCCN1[C@H](c1ccc(-c3ccc(OC)cc3)c(OC)c1)[C@H]1C(=O)N(C)C(=O)[C@H]12
  9, 5, -4, -6, 0, -4, 0, -3, 3
> COc1cc(OC)c2ccc(=O)oc2c1C(CCN1CCCC1)c1ccc(N(C)C)cc1 (centres undefined)
  11, 2, 8, 7, -2, 0, 0, 0, -11
> O=C(OCC(=O)N1CCN(C(=O)c2ccco2)CC1)c1cc(F)c(F)cc1Cl
  16, ., 10, 4, ., -3, -4, ., .
> COC(=O)c1sc(NC(=O)CSc2nnc(Cn3nnc4ccccc43)n2C)nc1C
  6, -3, -2, 1, -5, 7, -4, -3, 2
> CN(Cc1c(F)cccc1Cl)C(=O)CNC(=O)c1ccc2c(c1)OCO2
  -1, -6, 1, 3, 1, -2, -4, 3, 1
> c1ccc(-c2noc(-c3ccc4c(c3)OCO4)n2)cc1
  9, 5, 11, 7, 3, 5, -4, -6, 9
> CS(=O)(=O)N(CC(=O)N1CCc2ccccc2C1)c1ccc(Br)cc1
  -52, 3, ., ., 3, 3, 1, 7, 4
> CCSc1nc(-c2ccccc2)c2cc(Cl)ccc2n1
  -9, -2, 3, 4, 2, 2, 4, -5, 3
> C=CCNC(=O)c1sc(-c2ccccc2)nc1C
  -11, -3, -1, -2, 1, -2, 4, -2, -1
> O=C(Nc1ccc(S(=O)(=O)N2CCCC2)cc1)c1cc(F)c(F)cc1Cl
  4, -5, 10, -1, -4, -1, 4, 3, -1
> O=C(CN1C(=O)CCC1=O)Nc1ccc(S(=O)(=O)N2CCOCC2)cc1
  12, -2, 5, 2, -5, -3, 4, -1, 4
> Cc1ccc(C(=O)Nc2c(C)n(C)n(-c3ccccc3)c2=O)cc1S(=O)(=O)N1CCOCC1
  6, 5, -3, -1, -1, -1, 4, 5, 2
> COc1cccc(C(=O)Nc2nnc(C(C)C)s2)c1
  -4, -5, 6, 0, -2, 2, 2, 0, -8
> Cc1ccc2cc3c(NC(=O)C(C)C)nn(C)c3nc2c1
  15, -4, 8, 0, 3, -5, 6, -2, -2
> COc1ccc(CCNC(=O)c2cccc(S(=O)(=O)N3CCCCC3)c2)cc1
  0, 0, 2, 7, 0, 3, 1, 0, -3
> C[C@@H]1COC(=O)[C@@H](CC(=O)OC(C)(C)C)C/C=C\C[C@@H](CC(=O)N[C@H](CO)Cc2ccccc2)C(=O)N1
  7, ., 0, 8, ., 1, 6, ., .
> Cc1ccc(N(C(=O)c2csnn2)C(C(=O)NC2CCCCC2)c2ccncc2)c(C)c1 (centres undefined)
  -3, 1, 4, 1, 3, -3, 2, 0, 5
> O=C(N/N=C/c1ccc(N2CCOCC2)o1)c1ccccc1[N+](=O)[O-]
  -1, 3, 16, 3, -2, -6, -1, -3, -3
> COc1ccc(C(=O)COC(=O)CN2CC(=O)Oc3ccccc32)cc1Br
  7, 34, 4, 5, 1, 4, 6, -5, 10
> C=C1CCN([C@H](C(=O)NCc2ccco2)C(C)C)S(=O)(=O)c2ccccc21
  -1, 4, 9, -6, 2, 2, 3, 8, 4
> N#Cc1ccccc1NC(=O)CN1C(=O)NC2(CCCC2)C1=O
  2, 10, 4, 0, -2, -6, 4, 1, 2

Screens as filed in PubChem.
